# Screens deposited in PubChem BioAssay by several laboratories.
# NTR1 agonist: agonists of NTR1, primary screen, imaging, U2OS cells, beta-arrestin-GFP, high content (AID 493036) | P30989 | NTR1-U2OS beta-arrestin-GFP spot imaging, agonist mode | activation, % at 20 µM | 330,000 tested, 0.17% active;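 active = activation at or above 40% of the spot to cytoplasm intensity ratio, with at least 20 cells analyzed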;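 also: 0% = DMSO without peptide and 100% = 100 nM NTR1 peptide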
# Target sequence (P30989 whole entry, looked up): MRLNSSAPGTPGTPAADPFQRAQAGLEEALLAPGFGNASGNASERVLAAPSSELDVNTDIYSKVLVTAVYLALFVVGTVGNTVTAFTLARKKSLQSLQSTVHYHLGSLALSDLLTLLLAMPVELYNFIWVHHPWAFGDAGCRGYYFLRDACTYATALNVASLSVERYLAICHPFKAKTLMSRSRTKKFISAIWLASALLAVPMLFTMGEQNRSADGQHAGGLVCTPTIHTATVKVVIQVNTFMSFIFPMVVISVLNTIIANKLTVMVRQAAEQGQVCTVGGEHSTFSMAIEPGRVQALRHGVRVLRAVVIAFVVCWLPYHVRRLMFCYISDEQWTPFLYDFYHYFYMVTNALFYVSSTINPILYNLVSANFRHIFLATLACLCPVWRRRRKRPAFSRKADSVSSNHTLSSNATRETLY
# K1F lysis inhibition: protection from phage-mediated lysis, alamar blue read-out – E. coli UTI89, K1F phage, bacterial capsule biogenesis inhibitors (AID 488966); E. coli UTI89 K1F phage lysis, alamar blue, 2 h; higher % means a stronger effect; one-dose inhibition, % at 100 µM; IC50 in µM for titrated hits; 340,000 tested, 0.02% active;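 active = phage lysis inhibition, versus mean bacterial control, above a set limit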;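 also: capsule biogenesis inhibitors block K1F phage lysis so surviving cells raise fluorescence; higher fluorescence means more inhibition of phage lysis; actives were called in the ten point dose series up to 300 µM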
# Dengue-2 NS5 capping: Dengue-2 NS5 methyltransferase inhibitors, primary screen, biochemical, confirmation dose response (AID 588689) | Dengue-2 NS5 methyltransferase capping enzyme assay, biochemical; higher % means a stronger effect | one-dose inhibition, % at 25 µM; IC50 in µM for titrated hits | 340,000 tested, 0.3% active; in the data active = a potency from the dose series
# NTR1 agonist cell count 20 µM: recorded beside NTR1 agonist, whose call it bears; cell count; measured here: cell count, cytotoxicity flag
# Dengue-2 NS5 capping pilot replicate: further read-out of Dengue-2 NS5 capping, marked with its call; inhibition, %; measured here: pilot screen replicate inhibition
# * hit, by the source's call; i = inactive; . = no result given; [ ] = another dose, or the depositor's remark. These rows are one share of the data; count on the stated rates, not on these rows.
SMILES,NTR1 agonist,K1F lysis inhibition,Dengue-2 NS5 capping,others
CC1=C(C(=O)N2CCOCC2)CC(CC(=O)NCCN2CCOCC2)C(=O)N1Cc1ccc(F)cc1 (configuration not stated),.,.,-6%,
O=C(COC(=O)/C=C/c1ccc(Cl)cc1)NCc1cccs1,.,.,5%,
O=C(CN1CCN(S(=O)(=O)c2ccc3c(c2)OCCCO3)CC1)N1CCc2ccccc21,.,.,5%,
CCN1C(=O)[C@H]2[C@@H](c3ccc(C(F)(F)F)cc3)N[C@]3(CCCN(Cc4ccc(C)cc4)C3=O)[C@H]2C1=O,.,.,-5%,
COc1ccc2[nH]c3c(c2c1)CNCC3,.,.,4%,
COCCN(C(=O)CSc1nnc(-c2cccc(Cl)c2)n1N)c1c(N)n(CC(C)C)c(=O)[nH]c1=O,.,.,-1%,
COc1ccc(S(=O)(=O)NC(C)c2ccc3c(c2)OCCO3)cc1 (configuration not stated),.,.,2%,
CSc1cccc(NC(=O)C2CC(=O)N(c3ccc4c(c3)OCCO4)C2)c1 (configuration not stated),.,.,3%,
C[C@@H]1CN([C@H](C)CO)C(=O)CCCn2cc(nn2)CO[C@H]1CN(C)S(=O)(=O)c1ccccc1,.,.,-3%,
COCCN(C(=O)COC(=O)CCC1CCCCC1)c1c(N)n(Cc2ccccc2)c(=O)[nH]c1=O,.,.,-1%,
CN1OC[C@@H]2CN[C@H](c3ccc(-c4ccc(C#N)cc4)cc3)C[C@@H]21,.,.,5%,
COc1ccccc1N1CCN(S(=O)(=O)CCNC(=O)C(C)Oc2ccccc2)CC1 (configuration not stated),.,.,4%,
Cc1cc(C(=O)N2CCCC(Nc3ccc(C)c(C)c3)C2)nc(C)n1 (configuration not stated),.,.,7%,
CC(=O)OCc1ccc(C2=CC(=O)CC(C)(C)C2=O)cc1,.,.,-7%,
CC1=CC(=O)Nc2ncccc2O1,.,.,3%,
CCN(CC(=O)Nc1ccc(NC(C)=O)cc1)C(=O)C1CC(=O)N(c2ccc3c(c2)OCCO3)C1 (configuration not stated),.,.,2%,
COc1ccc(-c2cncnc2N)cc1OC,.,.,-4%,
Cc1cc(C)c2c(=O)n3c(nc2c1)C(Cc1ccc(O)cc1)NC(=O)c1cc2ccccc2cc1-3 (configuration not stated),.,.,3%,
CC1(CN2CCCC2)CCC(NC(=O)C(c2ccccc2)c2ccccc2)C(C)(C)O1 (configuration not stated),.,.,-3%,
C[C@@H]1CN([C@@H](C)CO)C(=O)CCCn2cc(nn2)CO[C@H]1CN(C)S(=O)(=O)c1ccc2c(c1)OCCCO2,.,.,1%,
O=C(NN=Cc1ccc2c(c1)CCC2)c1ccccc1[N+](=O)[O-],.,.,-1%,
CC(C)c1ccc(CN2CCC(n3nccc3NC(=O)C3CCCC3)CC2)cc1,.,.,3%,
Cc1ccc(Nc2n[nH]c(=S)s2)c(C)c1,.,.,-10%,
COc1ccc(CN(C)CCCn2ccc(N)nc2=O)cc1OC,.,.,3%,
CCOC1(OCC)OC(c2ccccc2)=C(C#N)C(C=Cc2ccccc2)C1(OCC)OCC (configuration not stated),.,.,-3%,
COc1ccc(CSc2ccc(S(=O)(=O)N3CCCC3)cn2)cc1F,.,.,-8%,
COc1ccccc1NC(=O)N(C)C[C@H]1Oc2ncc(C#CCN(C)C)cc2C(=O)N([C@H](C)CO)C[C@H]1C,.,.,0%,
OC(Cc1cccc(C=NN2CCOCC2)n1)(C(F)(F)F)C(F)(F)F,.,.,-10%,
COc1ccc(-c2ccc3[nH]c4c(c3c2)CCN2C(=O)[C@@H]([C@H](C)O)[C@@H](N(C)C(=O)Nc3ccccc3)C[C@@H]42)cc1,.,.,-3%,
CCOC(=O)Nc1ccc2c(c1)C(=NNC(=S)NC)c1ccccc1-2,.,.,2%,
N#CC1(NC(=O)COC(=O)Cc2c[nH]c3ccccc23)CCCCC1,.,.,-2%,
CCCCCC(=O)N1C[C@H](n2cc(COC(=O)c3ccccc3)nn2)[C@@H](O)C[C@@H]1c1ccccc1,.,.,-7%,
Cc1noc(C)c1S(=O)(=O)N(C)C[C@H]1OCCCC[C@H](C)Oc2ccc(NC(=O)CCCN(C)C)cc2C(=O)N([C@H](C)CO)C[C@@H]1C,.,.,2%,
C[C@H]1CN([C@@H](C)CO)S(=O)(=O)c2ccc(C#Cc3ccccn3)cc2O[C@@H]1CN(C)C(=O)C1CC1,.,.,6%,
Cc1ccc(C(=O)N[C@H](C(=O)N2CCN(c3ncccn3)CC2)C(C)C)cc1,.,.,-1%,
Cc1noc(C)c1CSCC(=O)OCC(=O)Nc1ccc(OC(F)(F)F)cc1,.,.,3%,
CC1CCN(c2ccc(S(=O)(=O)Nc3cc(C(=O)O)cc(C(=O)O)c3)cc2[N+](=O)[O-])CC1,0.3,-0.2%[50 µM],.,NTR1 agonist cell count 20 µM=65
CC1CCN(Cc2nc3c(c(=O)n(C)c(=O)n3C)n2CCc2ccccc2)CC1,2.5,0.0%,.,NTR1 agonist cell count 20 µM=49
CCOCCn1c(CN2CCN(c3ccccc3)CC2)nc2c1c(=O)n(C)c(=O)n2C,0.5,0.2%,.,NTR1 agonist cell count 20 µM=56
COc1ccc(OC)c(NC(=O)C2CC(=O)N(CCc3ccc(F)cc3)C2)c1 (configuration not stated),.,0.2%,-2%,
Nc1nnnn1-c1cccc([N+](=O)[O-])c1,.,-3.7%,-6%,
CN(C(=O)c1ccc(NC(=O)Cc2cccc(NC(=O)C3CCN(C(=O)c4ccccc4)CC3)c2)cc1)C1CC1,.,0.2%,1%,Dengue-2 NS5 capping pilot replicate=-4.6
O=C(C=Cc1ccccc1)CC(c1ccccc1)N1CCOCC1 (configuration not stated),.,0.2%,-1%,
CC(Oc1ccc(Cl)cc1Cl)C(=O)NC(Cc1ccccc1)C(=O)O (configuration not stated),.,-2.4%,10%,
CCN(CC)c1nc(NNC(=O)c2ccccc2)nc(N(CC)CC)n1,.,-2.2%,-10%,
Cc1ccc(S(=O)(=O)N2CCN(C(=O)COC(=O)COc3ccccc3C(C)C)CC2)c(C)c1,.,0.8%[50 µM],-4%,
CCCCN1CC(Br)C(=O)NC1=O (configuration not stated),.,-4.4%,-6%,
O=C(NCCc1ccccc1)c1cccc(NC(=O)C2CCCCC2)c1,.,-0.2%,-1%,Dengue-2 NS5 capping pilot replicate=-0.3
CCCCn1cnc2c(SCc3ccc(Br)cc3)nc(N)nc21,.,-0.1%,6%,
CCCCn1c(N)c(N(CC(C)C)C(=O)c2ccc(OC)c(S(=O)(=O)N3CCOCC3)c2)c(=O)[nH]c1=O,.,1.0%[50 µM],-6%,
CC1CC(=O)Nc2ccccc2N1 (configuration not stated),.,0.6%,6%,
CC(=O)OCC(=O)C1(O)CCC2C3CCC4C(OC(C)=O)C(=O)CCC4(C)C3C(=O)CC21C (configuration not stated),.,4.1%,-3%,
CCOc1ccccc1C(=O)NC(C(=O)N(C)c1c(N)n(Cc2ccccc2)c(=O)[nH]c1=O)C(C)C (configuration not stated),.,-0.1%[50 µM],-14%,
CC(=NO)c1ccc2c(c1)C(=NO)c1ccccc1-2,.,-6.9%,4%,
CCc1c(Nc2ccccc2Cl)nc(N)[nH]c1=O,.,0.4%,3%,
CN1OC[C@@H]2CN(Cc3ccccc3)[C@H](c3cccc(N4CCOCC4)c3)C[C@@H]21,.,0.2%,-5%,Dengue-2 NS5 capping pilot replicate=-5.8
O=S(=O)(Nc1cccnc1)c1cccnc1,.,-3.4%,9%,
O=C(COC(=O)c1ccc(O)cc1O)NC(=O)Cc1ccccc1,.,1.1%[50 µM],-5%,
O=C(c1ccccc1)N(c1ccccc1)c1ccccc1O,.,0.6%,4%,
Cc1ccccc1C(=O)N1CCC2CC1c1cc(Cl)ccc12 (configuration not stated),.,-0.1%,2%,

# The listing continues.
SMILES,NTR1 agonist,K1F lysis inhibition,Dengue-2 NS5 capping,others
O=C1c2ccccc2C(=O)N1CCC(=O)N1CCc2ccccc21,.,6.3%,2%,
CC(=O)N1C[C@H]2CON(C)[C@H]2C[C@H]1c1ccccc1Br,.,0.3%,-5%,Dengue-2 NS5 capping pilot replicate=-2.1
CSc1nc(N)c2c(n1)N(C)C=NS2(=O)=O,.,-2.1%,7%,
NC(=O)c1ncn([C@@H]2O[C@H](CNCc3ccc(OCC(=O)Nc4nccs4)cc3)[C@@H](O)[C@H]2O)n1,.,-0.1%,11%,
O=C1/C(=C\c2ccc(Cl)cc2)CCC1CNc1ccc(Cl)cc1 (configuration not stated),.,0.5%,-13%,
C#CCOCCOCCOCCNc1nc(N2CCN(C(=O)CCCCCCCCCCNC(=O)[C@H](CCCCN)n3cc(C[C@@H](C)CC)nn3)CC2)nc(N2CCN(C(=O)CCCCCCCCCCNC(=O)[C@H](CCCCN)n3cc(C[C@@H](C)CC)nn3)CC2)n1,.,-9.7%,-3%,
Cc1ccc(S(=O)(=O)N2CCN(C(=O)c3cc(S(=O)(=O)N4CCOCC4)c(Cl)cc3Cl)CC2)cc1,.,0.7%[50 µM],-8%,
Cn1c(=O)[nH]c(N)c(Br)c1=O,.,0.2%,1%,
Clc1ccc(-c2nnc(-c3cccc4ccccc34)o2)cc1,.,2.9%,-2%,
CC(C)NC1CCC(Nc2ccnc3cc(Cl)ccc23)CC1 (configuration not stated),.,i,4%,
O=C(c1cccc(S(=O)(=O)N2CCCC2)c1)N1CCN(S(=O)(=O)c2cccc(Cl)c2)CC1,.,0.3%[50 µM],1%,
CCn1c(=O)c(C(=O)Nc2cccnc2)c(O)c2ccccc21,.,4.8%,-1%,
CC(C)NC1(C(N)=O)CCN(Cc2ccccc2)CC1,.,-0.1%,-4%,
CC(=O)c1ccc(OCCCC(=O)OCC(=O)N2CCN(S(=O)(=O)c3ccc(C)cc3C)CC2)cc1,.,0.1%[50 µM],-4%,
c1ccc(CSc2ncnc3c2ncn3C2CCCCO2)cc1 (configuration not stated),.,7.2%,-2%,
CC(=O)OC(C=C(C)C)C/C(C)=C/COc1c2ccoc2cc2oc(=O)ccc12 (configuration not stated),.,-0.1%,6%,Dengue-2 NS5 capping pilot replicate=0.0
CCOc1ccc(OCC(=O)OCC(=O)N2CCN(S(=O)(=O)c3ccc(C)cc3C)CC2)cc1,.,0.6%[50 µM],0%,
O=[N+]([O-])c1ccc2nc[nH]c2c1,.,i,-9%,
CC(C)(C)OC(=O)N(Cc1ccccc1)Cc1ccc(OCc2cccc(NC(=O)c3ccccc3)c2)cc1,.,0.0%,0%,
CC(=O)N1CCCC1C(=O)O (configuration not stated),.,3.7%,1%,
CCc1cccc2c1NC(=O)C2=O,.,2.3%,-1%,

# Looked up by structure from the list above (2):
SMILES,NTR1 agonist,K1F lysis inhibition,Dengue-2 NS5 capping,others
CC(=O)N1CCCC1C(=O)O (configuration not stated),.,3.7%,1%,
CC(C)(C)OC(=O)N(Cc1ccccc1)Cc1ccc(OCc2cccc(NC(=O)c3ccccc3)c2)cc1,.,0.0%,0%,

# Molecules shown so far that have a Cl atom (10):
SMILES,NTR1 agonist,K1F lysis inhibition,Dengue-2 NS5 capping,others
O=C(COC(=O)/C=C/c1ccc(Cl)cc1)NCc1cccs1,.,.,5%,
COCCN(C(=O)CSc1nnc(-c2cccc(Cl)c2)n1N)c1c(N)n(CC(C)C)c(=O)[nH]c1=O,.,.,-1%,
CC(Oc1ccc(Cl)cc1Cl)C(=O)NC(Cc1ccccc1)C(=O)O (configuration not stated),.,-2.4%,10%,
CCc1c(Nc2ccccc2Cl)nc(N)[nH]c1=O,.,0.4%,3%,
Cc1ccccc1C(=O)N1CCC2CC1c1cc(Cl)ccc12 (configuration not stated),.,-0.1%,2%,
O=C1/C(=C\c2ccc(Cl)cc2)CCC1CNc1ccc(Cl)cc1 (configuration not stated),.,0.5%,-13%,
Cc1ccc(S(=O)(=O)N2CCN(C(=O)c3cc(S(=O)(=O)N4CCOCC4)c(Cl)cc3Cl)CC2)cc1,.,0.7%[50 µM],-8%,
Clc1ccc(-c2nnc(-c3cccc4ccccc34)o2)cc1,.,2.9%,-2%,
CC(C)NC1CCC(Nc2ccnc3cc(Cl)ccc23)CC1 (configuration not stated),.,i,4%,
O=C(c1cccc(S(=O)(=O)N2CCCC2)c1)N1CCN(S(=O)(=O)c2cccc(Cl)c2)CC1,.,0.3%[50 µM],1%,
